# Bioassay records: PubChem BioAssay, The Scripps Research Institute Molecular Screening Center
# CHRM4 PAM = human M4 muscarinic receptor positive allosteric modulators, primary screen, CHO-K1 cells, Fluo-8 calcium fluorescence. activation, % at 3 µM. actives 0.4% (n = 360,000). AID 624126, 2012. CHO-K1 hM4/Gqi5, ACh EC20; 0% = ACh EC20, 100% = maximal ACh. Muscarinic acetylcholine receptor M4 (Homo sapiens), P08173;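 active means activation above its plate's cutoff, the mean activation of sample wells plus 3 SD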; further: some results filed as inactive read as strong as hits
# Target sequence (P08173 whole entry, looked up): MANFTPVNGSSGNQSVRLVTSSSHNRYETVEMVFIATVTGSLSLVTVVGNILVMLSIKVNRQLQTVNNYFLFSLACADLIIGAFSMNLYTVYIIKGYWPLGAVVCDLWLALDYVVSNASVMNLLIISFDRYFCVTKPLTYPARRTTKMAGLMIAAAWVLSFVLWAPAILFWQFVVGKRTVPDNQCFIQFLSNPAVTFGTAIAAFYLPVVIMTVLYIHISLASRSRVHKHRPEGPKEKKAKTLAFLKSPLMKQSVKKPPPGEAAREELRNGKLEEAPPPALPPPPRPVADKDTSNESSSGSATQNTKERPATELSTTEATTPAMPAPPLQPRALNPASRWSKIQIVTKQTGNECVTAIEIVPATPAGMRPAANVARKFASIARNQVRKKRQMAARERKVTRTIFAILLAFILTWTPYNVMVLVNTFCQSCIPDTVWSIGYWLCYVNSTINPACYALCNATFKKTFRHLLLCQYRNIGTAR
# CHO-K1 Ca antag = counter-screen for M1 antagonists: effect in parental CHO-K1 cells. inhibition, % at 3 µM. actives 0.6% (n = 360,000). ATP-induced calcium, Fluo-8 fluorescence;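 active means inhibition above a per-plate cutoff, the plate's mean sample inhibition plus 3 SD, cut at about 24% in these data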;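 further: 0% = DMSO plus EC80 ATP and 100% = DMSO alone without ATP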
# M5 ag = human M5 muscarinic receptor agonists, primary screen, CHO-K1 cells, Fluo-8 calcium fluorescence; CHO-K1 hM5 cells; 0% DMSO wells, 100% maximal acetylcholine response; activation, % at 3 µM; actives 0.19% (n = 360,000); AID 624037, 2012;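 active means activation above the run's mean over test compounds plus 3 SD, cut at about 23% in these data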;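 further: signal is peak over basal fluorescence ratio across the kinetic read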
# Target sequence (P08912 whole entry, looked up): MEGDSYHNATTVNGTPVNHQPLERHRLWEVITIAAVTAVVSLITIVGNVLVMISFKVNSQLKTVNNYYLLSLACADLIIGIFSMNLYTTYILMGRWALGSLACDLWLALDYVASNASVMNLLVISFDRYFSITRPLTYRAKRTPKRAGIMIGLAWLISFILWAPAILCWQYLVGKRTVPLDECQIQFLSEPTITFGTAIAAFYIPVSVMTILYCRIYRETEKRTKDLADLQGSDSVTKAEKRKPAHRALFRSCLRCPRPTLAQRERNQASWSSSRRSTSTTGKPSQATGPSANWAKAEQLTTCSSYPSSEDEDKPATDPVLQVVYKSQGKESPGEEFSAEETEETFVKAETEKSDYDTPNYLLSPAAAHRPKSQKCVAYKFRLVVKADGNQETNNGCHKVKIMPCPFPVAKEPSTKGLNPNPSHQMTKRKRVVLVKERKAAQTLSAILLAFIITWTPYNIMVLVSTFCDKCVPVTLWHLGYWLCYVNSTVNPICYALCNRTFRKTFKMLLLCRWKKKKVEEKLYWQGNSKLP
# CHRM4 antagonist = human M4 muscarinic receptor antagonists, primary screen, CHO cells, Fluo-8 calcium fluorescence; inhibition, % at 3 µM; AID 624125, 2012; CHO-hM4 cells, ACh EC80; Muscarinic acetylcholine receptor M4 (Homo sapiens), P08173; actives 0.73% (n = 360,000);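 active means inhibition above its plate's cutoff, the mean inhibition of sample wells plus 3 SD, cut at about 27% in these data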;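 further: 0% = acetylcholine EC80 with DMSO and 100% = DMSO without agonist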
# CHO-K1 Ca PAM = nonselective calcium activators in parental CHO-K1 cells, primary screen, counter-screen for M1 PAM project, cell-based, Fluo-8 calcium fluorescence, full deck, 1536-well; AID 602247, 2012; ATP EC20; 0% at ATP EC20, 100% at ATP max; actives 0.02% (n = 360,000); activation, % at 3 µM;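 active means activation above the run cutoff, the mean activation of all test compounds plus 3 SD, cut at about 40% in these data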;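 further: peak over basal fluorescence ratio in a 140 s read after ATP addition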
# M4 ag = human M4 muscarinic receptor agonists, primary screen, CHO-K1 cells, Fluo-8 calcium fluorescence | AID 624127, 2012 | Muscarinic acetylcholine receptor M4 (Homo sapiens), P08173 | CHO-K1 hM4/Gqi5; vehicle 0%, full acetylcholine response 100% | actives 0.14% (n = 360,000) | activation, % at 3 µM;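 active means activation above the run mean over all test wells plus 3 SD, cut at about 32% in these data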;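 further: peak over basal fluorescence ratio per well then scaled between controls; 0% = DMSO wells and 100% = acetylcholine at EC100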
# M5 PAM = human M5 muscarinic receptor positive allosteric modulators, primary screen, CHO-K1 cells, Fluo-8 calcium fluorescence; actives 0.3% (n = 360,000); CHO-K1 hM5, ACh EC20 PAM; 0% = ACh EC20, 100% = ACh EC100; activation, % at 3 µM; Muscarinic acetylcholine receptor M5 (Homo sapiens), P08912; AID 624038, 2012;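 active means activation above the run cutoff, the mean activation of all test compounds plus 3 SD, cut at about 18% in these data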
#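 System – CHO-K1 hM5 cells · Compound – 3 µM, single dose · Incubation – compound preincubation 140 s before EC20 acetylcholine addition · Technique – Fluo-8 calcium fluorescence · Measure – Max/basal fluorescence ratio as % of EC20–EC100 ACh window · Benchmarks – low control EC20 acetylcholine (0%), high control EC100 acetylcholine (100%) · Replication – singlicate, one well per test compound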
# CHO-K1 Ca ag = counter-screen for M1 agonists: effect in parental CHO-K1 cells; Fluo-8 calcium fluorescence; scaled to maximal ATP response, vehicle zero; activation, % at 3 µM; actives 0.48% (n = 360,000); in the data active means activation above about 15%;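 further: untransfected CHO-K1 host cells lacking M1 receptor as counterscreen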
# M5 antag = human M5 muscarinic receptor antagonists, primary screen, CHO cells, Fluo-8 calcium fluorescence; AID 624040, 2012; actives 0.59% (n = 360,000); inhibition, % at 3 µM; Muscarinic acetylcholine receptor M5 (Homo sapiens), P08912; CHO-hM5 cells, ACh EC80;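 active means inhibition above a per-plate cutoff, the mean of that plate's test compounds plus 3 SD, cut at about 27% in these data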;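 further: 0% = acetylcholine EC80 with DMSO and 100% = DMSO without agonist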
# Starred values were filed as active, the others as inactive.
No.	Molecule	CHRM4 PAM	CHO-K1 Ca antag	M5 ag	CHRM4 antagonist	CHO-K1 Ca PAM
1	CC1(C(=O)NS(=O)(=O)c2ccc(C#N)cc2)CCN1C(=O)C1(c2ccccc2)CC1 (configuration not stated)	1	-8	2	-4	16
2	Cc1ccc(-c2cc(NC=O)c3ncc(-c4cccc(C(=O)N(C)C)c4)n3c2)cc1	-4	-2	0	7	5
3	c1ccc(CSc2nnc(-c3ccncc3)o2)cc1	5	2	0	10	-6
4	Cc1nc2nc(-c3ccccc3)cc(=O)n2[nH]1	8	-2	-2	-1	1
5	COc1ccc(NC(=O)CCOc2ccccc2F)cc1S(=O)(=O)N1CCCCC1	-3	-11	3	5	3
6	Cc1ccc(OCCNC(=O)c2cc(-n3cnnc3)ccc2Cl)cc1C	-5	-15	3	-1	-4
7	O=C(NCc1ccc2c(c1)OCO2)C1CCC(=O)N1C1CCCCC1 (configuration not stated)	5	2	0	0	3
8	OC(CN1CCN(Cc2ccc3c(c2)OCO3)CC1)c1c[nH]c2ccccc12 (configuration not stated)	0	-14	-4	-15	20
9	COc1ccc2c(c1)C(=O)N1[C@H]3c4cc(OC)ccc4OC[C@@H]3[C@H](c3ccccc3)[C@]1(C)C(=O)N2	-7	-6	1	3	-1
10	Cc1ccc2c(O)c(C)c(=O)[nH]c2n1	10	-4	-1	3	20
11	CC1CCCN(CCOCCSc2ccccc2)C1 (configuration not stated)	2	-4	-7	-1	26
12	O=C1CC(N2CCOCC2)C(=O)N1CCN1C(=O)CC(N2CCOCC2)C1=O (configuration not stated)	2	-2	-5	-2	-5

No.	M4 ag	M5 PAM	CHO-K1 Ca ag	M5 antag
1	1	-1	0.7	10
2	4	-6	1.3	6
3	1	6	0.2	-9
4	1	-2	0.1	-6
5	11	8	2.5	-8
6	3	-9	1.5	3
7	0	7	4.8	0
8	3	7	0.5	-11
9	0	-8	-0.2	14
10	0	6	0.1	5
11	1	0	0.7	-4
12	1	2	-0.5	-2

# Remaining list, next part
No.	Molecule	CHRM4 PAM	CHO-K1 Ca antag	M5 ag	CHRM4 antagonist	CHO-K1 Ca PAM
13	CCC(C)[C@H](NC(=O)NCc1ccccc1Cl)C(=O)OC (some centres not stated)	13	-10	-3	-5	15
14	CC(C)C[C@H]1COc2cc(N(C)CCO)ccc2S(=O)(=O)N1	5	-11	-1	-3	16
15	O=C(OCC(=O)N1CCCC1)c1ccccc1C(=O)c1ccccc1	-4	-4	-2	8	-20
16	CCOc1ccccc1N1CCN(C(=S)Nc2ccc(S(N)(=O)=O)cc2)CC1	1	-2	-8	3	17
17	N#C/C(=C/c1cccs1)c1ccccn1	-3	-15	-2	-3	23
18	CC(C)n1c(=O)[nH]c2cc(C(=O)Nc3ccccc3)ccc21	-3	2	4	-9	-1
19	O=C(CN1CCN(S(=O)(=O)c2ccccc2)CC1)NC(=O)NC1CCCCC1	0	-10	4	-5	11
20	O=C(CN(C(=O)c1csnn1)c1ccc(F)c(Cl)c1)NCc1ccccc1	-6	-13	-2	0	24
21	CCN(CC)c1ccc(CNC23CN4CN(CN(C4)C2)C3)cc1	-3	18	-1	-2	-8
22	Cn1cc(S(=O)(=O)Oc2ccccc2)c(=O)n(C)c1=O	5	-10	-2	-7	9
23	Cc1ccc(C)n1NC(=O)c1ccc(Cl)cc1Cl	3	-13	4	2	12
24	CC1(C)CC(=Cc2ccccc2[N+](=O)[O-])C(=O)c2ccccc21	3	-13	-3	-24	-2

No.	M4 ag	M5 PAM	CHO-K1 Ca ag	M5 antag
13	1	4	0.9	-8
14	1	-2	1.0	-2
15	-1	-6	-0.2	18
16	1	3	0.2	0
17	0	4	1.1	5
18	4	-6	0.9	-10
19	5	-4	1.6	1
20	2	0	1.4	12
21	1	4	-0.2	-2
22	2	5	0.8	9
23	1	0	0.3	2
24	0	-3	-0.4	-1

# Continuation.
No.	Molecule	CHRM4 PAM	CHO-K1 Ca antag	M5 ag	CHRM4 antagonist	CHO-K1 Ca PAM
25	CCCCOC(=O)NC(NCC(O)c1ccccc1)(C(F)(F)F)C(F)(F)F (configuration not stated)	0	-19	1	-9	6
26	S=C(NC1CC1)N1CCN(c2ccc(Cl)cc2)CC1	0	2	4	4	6
27	O=C(Cc1ccccc1[N+](=O)[O-])NCC(=O)c1ccc2c(c1)OCO2	1	-9	-1	-7	4
28	CC(CNC(=O)Cn1ccc(NC(=O)OCc2ccccc2)nc1=O)c1ccccc1 (configuration not stated)	3	-10	1	0	2
29	O=c1[nH]c(=S)c2c(n1-c1ccccc1)CCC2	2	-11	3	-6	9
30	Cc1ccc(-c2cn(-c3ccc(SC(F)F)cc3)c3[n+]2CCC3)cc1	-9	5	-7	17	5
31	CCC1CCCCN1C/C=C/c1ccccc1[N+](=O)[O-] (configuration not stated)	-32	-13	-11	54*	19
32	CCOC(=O)c1[nH]c(C)c(C(=O)Nc2ccc(F)cc2)c1C	-1	-1	-2	0	9
33	O=C(O)c1[nH]c2ccccc2c1-c1ccccc1	-4	-15	-3	-8	17
34	O=C(Nc1cc2c(=O)n(-c3ccc(Oc4ccccc4)cc3)ccc2oc1=O)c1ccccc1	1	-11	1	0	16
35	O=C(CNC(=O)c1ccco1)N=Nc1c(O)n(CCc2ccccc2)c2ccccc12	11	-3	-2	-10	13
36	Cc1cccc(/C=C(\C#N)C(=O)Nc2ccccn2)c1	0	-12	-1	7	18

No.	M4 ag	M5 PAM	CHO-K1 Ca ag	M5 antag
25	2	-1	2.1	0
26	6	-1	2.6	-7
27	3	-1	0.2	6
28	2	10	-0.3	1
29	3	0	0.5	3
30	0	-4	1.3	5
31	1	-21	0.9	55*
32	1	-5	0.5	0
33	0	4	0.4	7
34	1	3	0.8	-4
35	4	-4	1.6	-5
36	2	-3	1.3	-5

# Single records (already shown). Order of screens: CHRM4 PAM	CHO-K1 Ca antag	M5 ag	CHRM4 antagonist	CHO-K1 Ca PAM	M4 ag	M5 PAM	CHO-K1 Ca ag	M5 antag
# O=C(OCC(=O)N1CCCC1)c1ccccc1C(=O)c1ccccc1 in the list: -4	-4	-2	8	-20	-1	-6	-0.2	18
# Cc1ccc(OCCNC(=O)c2cc(-n3cnnc3)ccc2Cl)cc1C in the list: -5	-15	3	-1	-4	3	-9	1.5	3
# Cc1cccc(/C=C(\C#N)C(=O)Nc2ccccn2)c1 in the list: 0	-12	-1	7	18	2	-3	1.3	-5

# Carrying on.
No.	Molecule	CHRM4 PAM	CHO-K1 Ca antag	M5 ag	CHRM4 antagonist	CHO-K1 Ca PAM
37	COc1ccc(OCC(=O)NNC(=S)NC(=O)c2ccc(Br)o2)cc1	0	11	-6	8	16
38	COc1cc(C(=O)Nc2cccc3c2CCCC3)cc(OC)c1OC	-5	-10	-3	14	20
39	CC(=NN=C(C)c1ccc(O)cc1)c1ccc(O)cc1	-1	-11	0	4	3
40	Cc1nc(-c2ccncc2)nc(NCCNc2ccc(C(F)(F)F)cn2)c1Cl	3	-10	-1	4	9
41	COc1ccccc1NS(=O)(=O)c1cc(C(=O)N2CC(C)CC(C)C2)ccc1C (configuration not stated)	-5	4	-2	-2	8
42	COc1ccc(C=NNC(=O)c2ccccc2NS(=O)(=O)c2cccs2)cc1O	8	-4	4	-12	1
43	O=C(Cc1ccc(Cl)cc1)c1ccc(O)cc1	-35	0	1	3	8
44	COc1ccc(N2CC(C(=O)Nc3nnc(SCC(=O)NC4CCCC4)s3)CC2=O)cc1 (configuration not stated)	4	8	-5	-9	-12
45	O=C(Nc1scc(-c2ccccc2)c1C(=O)O)c1ccco1	8	-9	-8	-5	2
46	Cc1ccsc1/C=N/NC(=O)c1ccc2nc[nH]c2c1	-6	5	2	-6	16
47	O=C(COc1ccc(Cl)cc1)Nc1cccc(-c2ccc(N3CCOCC3)nn2)c1	-11	-8	1	4	5
48	c1ccc2c(c1)OCC(c1csc3ncnc(N4CCOCC4)c13)O2 (configuration not stated)	-1	-9	2	12	3

No.	M4 ag	M5 PAM	CHO-K1 Ca ag	M5 antag
37	-1	-4	-0.7	14
38	5	0	2.1	5
39	1	-2	0.0	18
40	1	-1	2.5	3
41	-1	1	0.8	2
42	0	-17	0.0	8
43	15	-22	8.0	21
44	0	1	-0.2	2
45	-1	-10	0.1	1
46	9	-15	3.3	13
47	20	-25	8.6	11
48	2	-1	0.7	-8

# Individual results from the entries so far:
# entry 38 | M4 ag = 5
# entry 43 | CHO-K1 Ca ag = 8.0
# entry 44 | CHO-K1 Ca ag = -0.2
# entry 39 | CHRM4 antagonist = 4

# An excerpt from above in order of their number in CHRM4 antagonist, largest number first:
cpd | molecule | CHRM4 antagonist
37 | COc1ccc(OCC(=O)NNC(=S)NC(=O)c2ccc(Br)o2)cc1 | 8
46 | Cc1ccsc1/C=N/NC(=O)c1ccc2nc[nH]c2c1 | -6
42 | COc1ccc(C=NNC(=O)c2ccccc2NS(=O)(=O)c2cccs2)cc1O | -12

# Following part.
No.	Molecule	CHRM4 PAM	CHO-K1 Ca antag	M5 ag	CHRM4 antagonist	CHO-K1 Ca PAM
49	Cc1cc(C)c(NC(=O)c2cc(=O)c3ccccc3o2)c(C)c1	-10	-5	4	3	14
50	Nc1ccn(CC(=O)NCCNc2ccc([N+](=O)[O-])cn2)c(=O)n1	4	-10	-1	0	2
51	Cc1nc2c(O)cccc2cc1CO	4	-8	-1	-1	10
52	CCNc1nc(NCC)nc(N/N=C/c2ccc([N+](=O)[O-])o2)n1	4	-7	-1	-3	8
53	Cc1ccc(NC(=S)N=Nc2c(O)n(C)c3ccc(S(=O)(=O)N4CCOCC4)cc23)cc1	2	-2	-2	-19	8
54	CCn1c(=O)c2c(n3cnnc13)-c1ccccc1CC21CCCCC1	-3	-5	2	-1	4
55	COc1ccc(C(C)(C)C)cc1NC(=O)c1ccc2c(c1)SC1=NS(=O)(=O)CCN12	-8	-10	-2	1	20
56	CCOC(=O)N1CCN(C(=O)C2CCN(CC3CCCCC3)CC2)CC1	-5	3	-2	-1	-9
57	CN1C(=O)C2(c3ccccc31)C1CCCC=C1C(C#N)=C(N)C2(C#N)C#N (configuration not stated)	-11	-11	-2	0	19
58	COc1ccc(-c2nc3ccncc3[nH]2)cc1OC	4	10	-9	-9	-8
59	CCCOc1ccc(C(=O)Nc2nc(C)c(Cc3ccc4c(c3)OCO4)s2)cc1	5	9	-2	1	6

No.	M4 ag	M5 PAM	CHO-K1 Ca ag	M5 antag
49	10	-12	3.6	8
50	0	9	0.0	0
51	1	2	2.5	-1
52	1	-11	0.5	-1
53	2	8	-0.3	-7
54	0	0	-0.2	2
55	1	1	0.6	3
56	1	5	-0.1	-4
57	9	-27	3.1	8
58	1	-11	0.1	-1
59	0	5	0.8	-1
